Screening results from PubChem BioAssay.
V-ATPase pH = regulators of yeast V-ATPase proton transport; S. cerevisiae, pHLuorin cytosolic pH fluorescence; response, % at 10 µM; AID 504577; 350,000 compounds, 0.37% hits; in the data active = response mostly above about 7.3%, no sharp cut-off; inactive = mostly below about 5.4%; also: actives read high; inactives centre near 0; some compounds called inactive have numbers as strong as hits; reference of the scale not given here
Wnt act = Wnt/beta-catenin pathway activation; Wnt/beta-catenin reporter cell assay, activator, plate reader; activation, % at 9.35 µM; 300,000 compounds, 1.2% hits; in the data active = activation above about 30%, passing the limit was not always enough; inconclusive = no clear call, values can overlap the other calls;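 also: 0% = neutral control wells and 100% = positive control wells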
MITF TRPM1 HTS = increases MITF-driven TRPM1 promoter luciferase signal; activation, % at 12.5 µM; SK-MEL-5 TRPM1-promoter luciferase, 24 h; % of positive control, neutral wells = 0; AID 588334; 300,000 compounds, 0.75% hits;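 active = mean activation of at least 80% with every replicate also reaching 80%; inconclusive = mean reaches 80% but some replicate falls short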;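 also: 0% = neutral control wells and 100% = parthenolide positive control wells; values of inactives mirror those of a sister screen read the other way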
HTR5A ag ctr = activates human HTR5A in OPRM1-OPRD1 agonist counter-screen; HTR5A agonist assay, luminescence, cell-based; activation, % at 9.3 µM; 340,000 compounds, 0.61% hits; AID 504692; in the data active = activation mostly above about 9.5%, no sharp cut-off; inactive = mostly below about 7.6%;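 also: 0% = cells with vehicle only and 100% = reference agonist; strong numbers were not always called active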
Target sequence (P47898 whole entry, looked up): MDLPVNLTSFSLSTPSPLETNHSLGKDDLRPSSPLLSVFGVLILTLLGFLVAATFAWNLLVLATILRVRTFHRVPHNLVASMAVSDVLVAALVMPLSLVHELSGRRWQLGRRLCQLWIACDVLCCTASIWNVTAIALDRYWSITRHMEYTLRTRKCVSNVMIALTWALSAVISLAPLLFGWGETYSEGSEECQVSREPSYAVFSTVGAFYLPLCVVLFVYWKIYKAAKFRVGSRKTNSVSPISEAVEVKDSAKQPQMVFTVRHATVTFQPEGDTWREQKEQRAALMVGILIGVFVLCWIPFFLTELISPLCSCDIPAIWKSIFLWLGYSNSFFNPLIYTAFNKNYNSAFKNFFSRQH
PvdQ inh = blocks Pseudomonas aeruginosa PvdQ acylase activity; 340,000 compounds, 0.063% hits; purified PvdQ acylase, fluorescence plate reader; inhibition, % at 10 µM; in the data active = inhibition above about 30%, passing the limit was not always enough; inconclusive = no clear call, values can overlap the other calls;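 also: 0% = vehicle neutral wells and 100% = reference inhibitor wells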
HTR5A inv ag = HTR5A inverse agonism, opioid heterodimer counter-screen. P47898. HTR5A cell line, luminescence. inhibition, % at 9.3 µM. 340,000 compounds, 0.083% hits; in the data active = inhibition mostly above about 23%, no sharp cut-off; inactive = mostly below about 18%;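 also: 0% = cells with DMSO and 100% = no-cell wells with DMSO; some compounds called inactive have numbers as strong as hits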
SR-BI DiI inh = inhibitors of mouse SR-BI mediated HDL lipid uptake. 320,000 compounds, 0.96% hits. AID 488896. ldlA[mSR-BI] CHO cells, DiI-HDL uptake fluorescence, 3 h. inhibition, % at 12.5 µM;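 active = mean replicate inhibition of at least 70% and a set share of replicates each scoring 70 or more; inconclusive = meets just one of the two criteria; inactive = fails both criteria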;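 also: 0% = median of neutral control wells and 100% = median of positive control wells; values of inactives mirror those of a sister screen read the other way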
NSD2 HMT inh = blocks human histone methyltransferase NSD2; O96028; NSD2 peptide methylation, AlphaScreen, 120 min; inhibition, % at 12.5 µM; 310,000 compounds, 0.54% hits; in the data active = inhibition above about 50%
dFosB act = enhances mouse delta FosB homodimer DNA binding; P13346; 340,000 compounds, 0.99% hits; purified delta FosB, TAMRA-CDK5 oligo fluorescence polarization; percent of positive-control signal above neutral wells; activation, % at 25 µM;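 active = mean activation above about 17%, with every replicate also reaching it, limit read from the data, passing the limit was not always enough; inconclusive = only one of the two conditions met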;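 also: fluorescence polarization rise as delta FosB binds a TAMRA Cdk5 AP-1 oligo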
CDK5 inh = blocks human CDK5/p35 kinase activity. Q00535+Q15078. Recombinant CDK5/p35, ADP-Glo luminescence, 60 min. 330,000 compounds, 0.01% hits. inhibition, % at 10 µM;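 active = highest replicate inhibition of at least 50% and at least 75% of replicates reaching 50%; inconclusive = only one of the two criteria met; inactive = both criteria failed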;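 also: plate controls were DMSO neutral control for no effect and GW8510 at 10 µM for full effect; many of its hits are not listed in these tables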
Target sequence (Q00535 whole entry, looked up): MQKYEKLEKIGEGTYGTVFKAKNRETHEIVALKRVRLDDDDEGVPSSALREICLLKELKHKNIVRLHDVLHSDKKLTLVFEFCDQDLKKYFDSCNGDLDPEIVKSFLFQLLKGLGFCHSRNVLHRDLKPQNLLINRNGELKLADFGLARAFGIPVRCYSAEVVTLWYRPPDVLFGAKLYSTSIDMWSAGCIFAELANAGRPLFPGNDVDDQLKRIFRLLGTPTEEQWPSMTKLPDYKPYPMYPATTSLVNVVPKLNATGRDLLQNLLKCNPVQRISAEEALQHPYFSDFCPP
Target sequence (Q15078 whole entry, looked up): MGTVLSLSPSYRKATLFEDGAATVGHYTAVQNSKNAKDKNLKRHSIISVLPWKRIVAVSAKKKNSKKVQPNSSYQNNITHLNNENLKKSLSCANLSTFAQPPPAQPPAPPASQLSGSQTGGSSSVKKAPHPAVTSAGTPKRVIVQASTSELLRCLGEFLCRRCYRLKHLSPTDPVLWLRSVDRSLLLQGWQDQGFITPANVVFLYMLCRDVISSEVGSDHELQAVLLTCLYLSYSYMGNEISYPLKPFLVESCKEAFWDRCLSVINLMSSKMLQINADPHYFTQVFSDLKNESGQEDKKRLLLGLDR
* hit, by the source's call; ? = inconclusive; nt = not tested or not shown.

SMILES	V-ATPase pH	Wnt act	MITF TRPM1 HTS	HTR5A ag ctr	PvdQ inh	HTR5A inv ag	SR-BI DiI inh	NSD2 HMT inh	dFosB act	CDK5 inh
CC(=O)c1ccc(OCc2cc(C(=O)N(C)C(C)c3ccon3)no2)cc1 (centres undefined)	4	-3	1	3	-12	2	-6	1	-3	0.9
COc1cccc(/C=C2\C(=O)C(=O)c3ccccc32)c1	-1	7	-16	-1	6	4	-11	7	-9	2.5
Cn1c(=O)c2c(nc(CN3CCc4ccccc4C3)n2CC(=O)c2ccccc2)n(C)c1=O	-2	-2	-8	2	-15	17	-23	0	-9	-0.5
CN1C(=O)N(CC(=O)N2CCN(S(=O)(=O)/C=C/c3ccccc3)CC2)C(=O)C12CCCCC2	2	-5	-7	-3	-14	7	-19	-1	-10	-2.1
CC(=O)Nc1ccc(S(=O)(=O)N2CCCC2C(=O)Nc2ccc3c(c2)OCCO3)cc1 (centres undefined)	6	-1	7	3	-10	-8	-30	-3	0	-0.6
CC(C)c1cc(-c2cc(C(=O)Nc3ccccc3)on2)nc(NC2CCCC2)n1	0	-2	6	4	-21	-12	55	nt	-7	-0.2
Cc1ccc(C(=O)NCCn2cc(SCC(=O)Nc3cc(C)on3)c3ccccc32)cc1	-1	-11	nt	10	-14	-31	17	nt	2	1.5
CCOCC(=O)Nc1ncc(S(=O)(=O)c2ccc([N+](=O)[O-])cc2)s1	0	0	-15	8	-2	-22	-29	0	-1	0.9
COc1cc(Cl)c(C)cc1NC(=O)COC(=O)C1CC1C (centres undefined)	1	-5	10	-4	6	9	15	-10	-4	-0.6
O=C(NCC(c1ccco1)N1CCN(c2ccc(F)cc2)CC1)c1cccs1 (centres undefined)	-1	-5	14	-1	-12	-1	3	4	-9	-1.1
COC(=O)c1cc(S(=O)(=O)NCC(C)c2ccccc2)cn1C (centres undefined)	2	-3	-13	2	0	-6	-9	-3	-3	-1.5
O=C(CSCc1c(F)cccc1Cl)Nc1ccccc1C(=O)N1CCOCC1	5	0	-6	1	-21	-3	-10	-2	4	0.2
O=S1(=O)CCN2N=C(C34CC5CC(CC(C5)C3)C4)SC2=N1	1	1	6	18*	-3	6	-13	0	0	-0.1
Cn1cnc(S(=O)(=O)NC2CCN(Cc3ccccc3)CC2)c1	3	0	3	3	-16	14	-14	2	-2	0.3
c1ccc(CCCN2CCOCC2)cc1	1	-2	nt	5	-3	-16	-35	3	2	-7.2
CCOC(=O)c1sc(NC(=O)CN2C(=O)NC3(CC(C)CC(C)(C)C3)C2=O)cc1C (centres undefined)	5	-7	2	6	-6	-1	-3	1	-4	1.3
CCOc1ccc(N(CC(=O)N2CCCCCC2)S(C)(=O)=O)cc1	-5	-1	nt	8	-13	-4	14	1	-2	0.2
O=C(CSc1nc2sc3c(c2c(=O)n1-c1ccccc1)CCCC3)N/N=C/c1ccccc1C(=O)O	-3	nt	-18	-4	1	14	-33	-1	-3	nt
NS(=O)(=O)c1ccc(CCNC(=O)CSc2ccc(Cl)cc2)cc1	0	0	8	6	7	18	-9	-3	1	-1.8
COc1ccc(S(=O)(=O)N2CCCC2CNC(=O)C(=O)Nc2ccc(C)cc2)cc1 (centres undefined)	8	0	5	0	-6	0	47	-2	-10	0.0
Cc1ccc(CCC(=O)Nc2ccc(N(C)C)cc2)o1	1	4	3	2	-16	-8	14	nt	-1	-0.8
CCNC(=O)c1ccc(OCC(=O)Nc2ccc(F)cc2)c(OC)c1	-1	-1	11	2	-9	-7	3	-2	-2	0.7
Cc1cccc(NC(=S)N2CCCCC2)c1	1	nt	3	6	-12	10	-11	2	-3	1.2
Cc1noc(COc2ccccc2OCC(N)=O)c1Cl	1	nt	-6	0	-4	-52	-1	1	-1	0.5
CC(C)(CCl)C(=O)Nc1ccc(C(F)(F)F)cc1	-3	0	4	8	14	5	-18	-2	-2	3.1

12 compounds already listed, sorted by length of the SMILES, ascending.
SMILES	V-ATPase pH	Wnt act	MITF TRPM1 HTS	HTR5A ag ctr	PvdQ inh	HTR5A inv ag	SR-BI DiI inh	NSD2 HMT inh	dFosB act	CDK5 inh
c1ccc(CCCN2CCOCC2)cc1	1	-2	nt	5	-3	-16	-35	3	2	-7.2
Cc1noc(COc2ccccc2OCC(N)=O)c1Cl	1	nt	-6	0	-4	-52	-1	1	-1	0.5
Cc1ccc(CCC(=O)Nc2ccc(N(C)C)cc2)o1	1	4	3	2	-16	-8	14	nt	-1	-0.8
COC(=O)c1cc(S(=O)(=O)NCC(C)c2ccccc2)cn1C (centres undefined)	2	-3	-13	2	0	-6	-9	-3	-3	-1.5
CCNC(=O)c1ccc(OCC(=O)Nc2ccc(F)cc2)c(OC)c1	-1	-1	11	2	-9	-7	3	-2	-2	0.7
NS(=O)(=O)c1ccc(CCNC(=O)CSc2ccc(Cl)cc2)cc1	0	0	8	6	7	18	-9	-3	1	-1.8
O=S1(=O)CCN2N=C(C34CC5CC(CC(C5)C3)C4)SC2=N1	1	1	6	18*	-3	6	-13	0	0	-0.1
CC(=O)c1ccc(OCc2cc(C(=O)N(C)C(C)c3ccon3)no2)cc1 (centres undefined)	4	-3	1	3	-12	2	-6	1	-3	0.9
COc1ccc(S(=O)(=O)N2CCCC2CNC(=O)C(=O)Nc2ccc(C)cc2)cc1 (centres undefined)	8	0	5	0	-6	0	47	-2	-10	0.0
CC(=O)Nc1ccc(S(=O)(=O)N2CCCC2C(=O)Nc2ccc3c(c2)OCCO3)cc1 (centres undefined)	6	-1	7	3	-10	-8	-30	-3	0	-0.6
Cn1c(=O)c2c(nc(CN3CCc4ccccc4C3)n2CC(=O)c2ccccc2)n(C)c1=O	-2	-2	-8	2	-15	17	-23	0	-9	-0.5
O=C(CSc1nc2sc3c(c2c(=O)n1-c1ccccc1)CCCC3)N/N=C/c1ccccc1C(=O)O	-3	nt	-18	-4	1	14	-33	-1	-3	nt

Part of the list above, showing only Wnt act and V-ATPase pH.
Molecule | Wnt act | V-ATPase pH
CC(=O)c1ccc(OCc2cc(C(=O)N(C)C(C)c3ccon3)no2)cc1 (centres undefined) | -3 | 4
COc1cccc(/C=C2\C(=O)C(=O)c3ccccc32)c1 | 7 | -1

(cont.)
SMILES	V-ATPase pH	Wnt act	MITF TRPM1 HTS	HTR5A ag ctr	PvdQ inh	HTR5A inv ag	SR-BI DiI inh	NSD2 HMT inh	dFosB act	CDK5 inh
CC1(c2ccccc2)NC(=O)N(CC(=O)NCC2CCCO2)C1=O (centres undefined)	-1	3	0	1	-9	0	-14	-2	1	-0.1
O=C(CN1CCN(c2ccccn2)CC1)Nc1ccc(Br)cc1	-93	-3	5	3	-11	-10	-6	-4	3	0.4
O=C(CC1(CC2=NS(=O)(=O)c3ccccc3N2)CCCC1)NCCc1ccccc1	-1	-2	3	2	-5	-6	3	nt	0	-0.3
COc1ccccc1-n1c(SCC(=O)Nc2ccc(Br)cc2)nc(O)cc1=O	5	-2	1	4	-3	-10	-11	1	-4	-0.3
CCCc1ncc(C(O)c2ccc(OC)cc2)n1C (centres undefined)	-5	nt	4	2	-18	4	-2	1	-11	-1.5
CC(C)(C)NC(=O)c1nn(Cc2ccccc2)c(=O)c2ccccc12	-2	2	17	-1	-15	4	-25	-8	-2	0.1
O=C(NCc1ccccc1F)C1CCN(C(=O)Nc2ccc(F)cc2)CC1	-1	1	-3	1	-14	-6	nt	-2	2	-1.0
CCN(CC(=O)Nc1ccc(OC)cc1)C(=O)c1ccccc1Sc1ccccc1C#N	-3	0	0	1	-4	-3	-2	-2	-8	-0.3
O=c1[nH]nc(SCc2ccccc2)n1C1CC2C=CC1C2 (centres undefined)	0	1	nt	5	4	8	-17	0	-5	1.0
O=C(NC(=S)N1CCOCC1)c1ccc(F)cc1	2	-3	-4	6	-6	-6	-7	-2	-3	-1.9
CCOc1ccc(NC(=O)CN(C)C(=O)c2ccc(OCC3CCCO3)cc2)cc1OCC (centres undefined)	4	2	1	1	-19	-10	57	-2	1	0.2
O=C(O)CC1S/C(=N/N=C/c2ccc([N+](=O)[O-])cc2)N(c2ccc(O)cc2)C1=O (centres undefined)	-3	1	-8	-1	-11	-13	13	nt	2	0.2
O=C(/C=C/c1ccc(S(=O)(=O)N2CCOCC2)cc1)OCC(=O)c1ccc([N+](=O)[O-])cc1	1	1	2	-1	3	10	13	-1	-3	0.2
CCCC(NC(=O)C(C)NC(=O)CO/N=C1\C=C2CCC3C4CCC(C(C)=O)[C@@]4(C)CCC3[C@@]2(C)CC1)C(=O)O (some centres undefined)	0	1	-13	0	-7	2	0	20	-6	-0.8
COc1ccc(CC2(CO)CCN(C(C)COc3ccccc3)CC2)cc1 (centres undefined)	2	0	2	1	-8	-2	-19	-5	-4	1.9
Cc1ccn2c(=O)nc(SCC(=O)NCc3ccc4c(c3)OCO4)nc2c1	-1	1	-10	1	-10	12	-8	1	-4	2.1
CCCN1C(=O)c2cccc3c(N4CCCCC4)ccc(c23)C1=O	1	9	?	-1	8	2	nt	-13	4	1.4
Cc1ccc(CN2CCN(Cc3ccc(OC(C)C)cc3)CC2CCO)o1 (centres undefined)	-1	-1	8	-1	-11	10	nt	0	-2	0.8
Cc1ccc(F)cc1NC(=O)CSCc1nc2sc(C)c(C)c2c(=O)[nH]1	2	0	-6	-2	15	5	-15	32	8	-0.9
COc1cc2cc(C(=O)O)n(C)c2c(OC)c1OC	-4	0	nt	-1	2	-14	9	1	-1	-0.6
O=C1CC(c2ccsc2)Sc2ccccc2N1 (centres undefined)	-3	10	-17	5	-19	-14	-6	30	0	0.2
CC1CC(C)(C)NC(=S)N1CC(=O)NCc1ccc(F)cc1 (centres undefined)	8.5*	4	-8	-1	-14	0	-9	0	1	0.7
COC(=O)c1ccc(COC(=O)CCC(=O)c2cccs2)cc1	4	?	33	-2	-9	-22	2	-4	-6	0.3
COc1ccc(/C=C(/C#N)C(=O)Nc2cccc([N+](=O)[O-])c2)cc1C(=O)O	-1	0	1	0	7	0	14	0	3	-2.8
COc1ccccc1C1(CC(=O)N2CCOCC2)CCOC(C(C)C)C1 (centres undefined)	-1	-1	nt	1	-1	-2	14	2	-7	-7.5
CCC1CCCCN1C(=O)CSc1nc2c(c(=O)n1C)SC(C)C2 (centres undefined)	-4	1	-1	0	-3	-9	-43	0	2	0.8
CCCCN(Cc1cc2ccccc2[nH]c1=O)C(=O)c1ccccn1	0	nt	0	2	-16	-5	-32	-2	-5	1.7
O=C(c1ccc(Cl)cc1)N1CCN(c2ccnc3cc(Cl)ccc23)CC1	1	-3	-9	-3	-5	-4	26	0	2	1.1
O=C(O)C1=C(OCc2ccc(F)c(F)c2)C(=O)NCC1	-1	-1	4	nt	-9	nt	-9	-11	-2	0.6
COc1cc2cnc(-c3ccccc3)c(-c3ccc([N+](=O)[O-])cc3)c2cc1OC	2	-2	17	5	23	-13	11	nt	5	1.2
